Screening data: PubChem, National Center for Advancing Translational Sciences (NCATS)
L3MBTL1 block = blocks human L3MBTL1; Q9Y468; Potency, µM (titrated, usually from 57.1 µM), without a hit: top-dose activity, negative = inhibition, actives largely listed as inhibitors; 230,000 compounds, 0.66% hits; AlphaScreen L3MBTL1–H3K9me1 peptide binding; note: nearly all actives have a fitted effect of over 60% in size
Target sequence (Q9Y468 whole entry, looked up): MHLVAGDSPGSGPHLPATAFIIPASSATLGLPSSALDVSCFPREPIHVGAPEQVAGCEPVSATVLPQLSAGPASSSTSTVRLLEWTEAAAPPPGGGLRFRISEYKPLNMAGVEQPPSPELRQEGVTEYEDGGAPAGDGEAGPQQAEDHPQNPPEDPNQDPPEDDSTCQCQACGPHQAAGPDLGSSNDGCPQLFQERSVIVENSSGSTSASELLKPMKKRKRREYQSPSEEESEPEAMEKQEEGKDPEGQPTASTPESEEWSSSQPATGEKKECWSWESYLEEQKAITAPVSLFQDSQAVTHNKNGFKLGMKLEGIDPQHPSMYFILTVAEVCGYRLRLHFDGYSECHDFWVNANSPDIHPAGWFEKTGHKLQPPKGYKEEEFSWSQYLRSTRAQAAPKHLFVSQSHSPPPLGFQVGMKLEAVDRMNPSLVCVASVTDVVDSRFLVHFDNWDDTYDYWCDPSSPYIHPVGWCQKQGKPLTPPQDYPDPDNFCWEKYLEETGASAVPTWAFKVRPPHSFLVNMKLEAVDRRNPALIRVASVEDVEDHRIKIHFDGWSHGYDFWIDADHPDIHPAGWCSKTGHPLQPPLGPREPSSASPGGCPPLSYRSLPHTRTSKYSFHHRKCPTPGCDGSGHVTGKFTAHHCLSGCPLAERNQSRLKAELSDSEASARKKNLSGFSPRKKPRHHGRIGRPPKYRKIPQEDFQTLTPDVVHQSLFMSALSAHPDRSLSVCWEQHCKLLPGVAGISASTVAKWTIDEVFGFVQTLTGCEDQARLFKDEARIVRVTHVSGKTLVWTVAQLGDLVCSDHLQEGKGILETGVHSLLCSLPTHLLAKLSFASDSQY
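AlphaScreen assay: L3MBTL1 (50 nM final) was preincubated 30 min at room temperature with biotinylated H3(1-15)K9me1 peptide (75 nM final), then 30 min with library compounds; streptavidin donor and nickel chelate acceptor beads (10 ug/mL final) added, 30 min dark.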
TRb SRC2 PPI = TRbeta-SRC2 interaction inhibition | Potency, µM (series often up to 106 µM), for inactives: at the highest dose activity change, negative = inhibition, actives largely listed as inhibitors | 280,000 compounds, 0.065% hits | P10828 | TRbeta-SRC2 peptide binding, fluorescence polarization; receptor liganded with 1 µM T3;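 note: plate controls were bound peptide for no effect and peptide without receptor for full effect; nearly all actives have a fitted effect of over 50% in size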
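Fluorescence polarization of 20 nM Texas Red SRC2 peptide (20-aa NR interaction domain) bound to 0.6 uM human TRb ligand-binding domain, with 1 uM T3, after 5 hr at ambient temperature; inhibition seen as decreased polarization.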
GAA spleen mod = inhibitors or activators of human alpha-glucosidase in spleen homogenate; human spleen homogenate, 4-MU-alpha-glucoside fluorescence; Potency, µM (highest dose often 79.9 µM), for the others: top-dose activity change, negative = inhibition, hits mostly inhibitors; AID 2112; P10253; 240,000 compounds, 0.006% hits;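 note: 0% = enzyme with vehicle and -100% = no enzyme basal signal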
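Compounds were titrated against alpha-glucosidase in spleen homogenate at pH 5.0, with 1 mM 4-methylumbelliferyl substrate for 40 min at 37 C. Reactions were quenched with pH 10 NaOH/glycine and fluorescence measured.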
RECQ1 inh = RECQ1 (human) helicase inhibition. P46063. RECQ1 DNA unwinding, red fluorescence kinetic read. Potency, µM (doses to about 57.3 µM), without a hit: at the highest dose activity, negative = inhibition, usual class: inhibitors. 240,000 compounds, 0.54% hits;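 note: plate controls were vehicle for no effect and no enzyme for full effect; nearly all actives have a fitted effect of over 30% in size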
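RECQ1T1 50 nM; forked duplex (20 bp + 30-nt ss tails) 200 nM, ATP 2 mM final; pH 8.0, 2 mM MgCl2, 2.5 ug/ml poly(dI-dC); 15 min compound preincubation; discontinuous kinetic read over 2 h at RT.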
Numbers without * were called inactive; . = no result given. Calls come from the whole dose curve; as a rule, active = well fitted curve in the direction sought with a large enough effect; inconclusive = small, poorly fitted or top-dose-only effect, or another doubt; inactive = no such curve, though single readings can be large; an effect the other way counts as inactive or inconclusive. Unless noted, % is set by controls: 0 for no effect and ±100 for the full control effect; potency is the fitted concentration of half-maximal effect. A portion of the library (hit frequency here may not be typical).

SMILES	L3MBTL1 block	TRb SRC2 PPI	GAA spleen mod	RECQ1 inh
CSCC[C@@H]1NC(=O)[C@@H](NC(=O)[C@H](CCCNC(=N)N)NC(=O)[C@H](CC(C)C)NC(=O)[C@H](CCSC)NC(=O)[C@H](CC(=O)O)NC(=O)[C@H](Cc2ccccc2)NC(=O)[C@@H](N)CC(=O)O)CSSC[C@@H](C(=O)N[C@@H](Cc2c[nH]c3ccccc23)C(=O)N[C@@H](CCC(N)=O)C(=O)N[C@@H](Cc2ccc(O)cc2)C(=O)O)NC(=O)[C@@H]2CCCN2C(=O)[C@H](CCCNC(=N)N)NC(=O)[C@H](Cc2ccccc2)NC(=O)[C@H](C(C)C)NC(=O)[C@H](CCCNC(=N)N)NC(=O)CNC(=O)[C@H](CC(C)C)NC1=O	.	-14%	5%	-12%
CCN1C(=O)[C@@H]2[C@H](C1=O)[C@@H]1C(=O)Nc3ccccc3C(=O)N1[C@@H]2c1ccc(Br)cc1	4%	.	.	.
C[C@H](CO)N1C[C@H](C)[C@@H](CN(C)Cc2ccc3c(c2)OCO3)Oc2c(NC(=O)Cc3ccccc3)cccc2C1=O	-8%	.	.	.
COc1ccc(NC(=O)CN(C)C(=O)c2ccc(NS(=O)(=O)c3ccc(C)c([N+](=O)[O-])c3)cc2)cc1	2%	.	.	.
COc1ccc(C(=O)OCC(=O)N2CCOCC2)cc1S(=O)(=O)N1CCOCC1	-2%	.	.	.
CCOc1ccc(NC(=O)COC(=O)CSCC(=O)Nc2ccc(C)cc2C)cc1	0%	.	.	.
C[C@@H]1CN([C@@H](C)CO)C(=O)c2cc(NC(=O)C3CC3)ccc2O[C@@H]1CN(C)C(=O)NC1CCCCC1	3%	.	.	.
Cc1cc(OCC(=O)OCC(=O)NC2CCCCCC2)ccc1Cl	6%	.	.	.
O=C(CCc1ccccc1)N1CCCC1	4%	.	.	.
CC1(C)CC2CC(C)(CN2S(=O)(=O)c2cccc(C(N)=O)c2)C1 (stereo unspecified)	1%	.	.	.
O=C(NCC1COc2ccccc2O1)c1ccc(Cl)c(S(=O)(=O)N2CCCC2)c1 (stereo unspecified)	2%	.	.	.
CC(C)(C)c1ccc(C(=O)NC(=O)COC(=O)CCS(=O)(=O)c2ccccc2)cc1	-1%	.	.	.
CC(C)N(C(=O)CSc1nnc(NC2CC2)s1)c1ccccc1	3%	.	.	.
COc1ccccc1CNC(=O)CSc1nc(=O)n(Cc2ccncc2)c2c1CCC2	4%	.	.	.
COc1cccc(C(=O)NCC(=O)OC(C)C(=O)NC23CC4CC(CC(C4)C2)C3)c1 (stereo unspecified)	3%	.	.	.
CCOc1ccccc1N1CCN(C(=O)Cc2ccc(S(=O)(=O)N3CCOCC3)s2)CC1	-4%	.	.	.
O=C(COC(=O)c1ccc(F)cc1F)Nc1cc(S(=O)(=O)N2CCOCC2)ccc1Cl	1%	.	.	.
COc1cccc(NC(=O)CCc2ccccc2)c1	-9%	.	.	.
COC(=O)[C@@]12CCCCN1[C@H](c1ccc(-c3cccc(Cl)c3)c(OC)c1)[C@H]1C(=O)N(C)C(=O)[C@H]12	1%	.	.	.
CC(C)(C)c1ccc(NC(=O)C2=CN3CCS(=O)(=O)N=C3C=C2)cc1	3%	.	.	.
C[C@H](NC(=O)c1ccco1)C(=O)OCC(=O)N1CC(=O)Nc2ccccc21	-10%	.	.	.
CC(C)N(C(=O)[C@H]1CC(CC(=O)NCc2ccco2)C(=O)N2CCc3c([nH]c4ccccc34)[C@]12C)C(C)C (stereo partly specified)	-2%	.	.	.
Cc1ccc(C(=O)OCC(=O)N2CCCCCC2)c(O)c1	1%	.	.	.
Cc1ccc(O)c(CNc2nccs2)c1	1%	.	.	.
CCCCn1c(N)c(N(CCOC)C(=O)c2ccc(F)c(S(=O)(=O)N3CCOCC3)c2)c(=O)[nH]c1=O	2%	.	.	.
O=[N+]([O-])c1cc(S(=O)(=O)N2CCOCC2)ccc1NS(=O)(=O)c1ccccc1	2%	.	.	.
CN(C(=O)COC(=O)c1ccc2c(c1)OCO2)C1CCCCC1	2%	.	.	.
CCN(CC(=O)Nc1c(F)cccc1F)C(=O)/C=C/c1ccc(Br)s1	0%	.	.	.
CCN(CC(=O)Nc1ccccc1C(F)(F)F)C(=O)c1cc(-c2ccccc2)nn1-c1ccccc1	-9%	.	.	.
C=CCC[C@H](Cc1ccc(F)cc1)C(=O)OC[C@@H](NC(=O)[C@@H](CC=C)CC(=O)N(CCO)Cc1ccccc1)C(C)(C)C	0%	.	.	.
N#Cc1ccc(OCC(=O)OCC(=O)Nc2ccc(N3CCOCC3)cc2)cc1	-2%	.	.	.
CC(=O)N1CCCc2ccc(NS(=O)(=O)c3ccc(C)cc3)cc21	-8%	.	.	.
Cc1cc(C)c2c(N)c(C(=O)Nc3ccccc3Br)sc2n1	3%	.	.	.
COc1cccc(OC)c1C(=O)OCC(=O)NCc1ccco1	-2%	.	.	.
Cc1ccccc1OCC(=O)N(Cc1ccco1)c1c(N)n(Cc2ccccc2)c(=O)[nH]c1=O	-1%	.	.	.
CCCCn1c(N)c(N(CC)C(=O)Cc2ccc(S(=O)(=O)N3CCOCC3)s2)c(=O)[nH]c1=O	1%	.	.	.
Cc1ccc(S(=O)(=O)N(C)c2ccc(C(=O)Nc3ccccn3)cc2)cc1	-2%	.	.	.
COc1cccc(-c2ncc3ccccc3c2CO)c1	-6%	.	.	.
COc1ccc(C(=O)Nc2cccc(S(=O)(=O)NC3=NCCCCC3)c2)cc1	3%	.	.	.
COc1ccccc1C(=O)NC(=O)CSc1nnnn1C	0%	.	.	.

Copied from the listing for reference:
SMILES	L3MBTL1 block	TRb SRC2 PPI	GAA spleen mod	RECQ1 inh
CCCCn1c(N)c(N(CCOC)C(=O)c2ccc(F)c(S(=O)(=O)N3CCOCC3)c2)c(=O)[nH]c1=O	2%	.	.	.
O=[N+]([O-])c1cc(S(=O)(=O)N2CCOCC2)ccc1NS(=O)(=O)c1ccccc1	2%	.	.	.
CN(C(=O)COC(=O)c1ccc2c(c1)OCO2)C1CCCCC1	2%	.	.	.
CCN(CC(=O)Nc1c(F)cccc1F)C(=O)/C=C/c1ccc(Br)s1	0%	.	.	.
CCN(CC(=O)Nc1ccccc1C(F)(F)F)C(=O)c1cc(-c2ccccc2)nn1-c1ccccc1	-9%	.	.	.
C=CCC[C@H](Cc1ccc(F)cc1)C(=O)OC[C@@H](NC(=O)[C@@H](CC=C)CC(=O)N(CCO)Cc1ccccc1)C(C)(C)C	0%	.	.	.
N#Cc1ccc(OCC(=O)OCC(=O)Nc2ccc(N3CCOCC3)cc2)cc1	-2%	.	.	.
CC(=O)N1CCCc2ccc(NS(=O)(=O)c3ccc(C)cc3)cc21	-8%	.	.	.
Cc1cc(C)c2c(N)c(C(=O)Nc3ccccc3Br)sc2n1	3%	.	.	.
COc1cccc(OC)c1C(=O)OCC(=O)NCc1ccco1	-2%	.	.	.
Cc1ccccc1OCC(=O)N(Cc1ccco1)c1c(N)n(Cc2ccccc2)c(=O)[nH]c1=O	-1%	.	.	.
CCCCn1c(N)c(N(CC)C(=O)Cc2ccc(S(=O)(=O)N3CCOCC3)s2)c(=O)[nH]c1=O	1%	.	.	.
Cc1ccc(S(=O)(=O)N(C)c2ccc(C(=O)Nc3ccccn3)cc2)cc1	-2%	.	.	.

New compounds follow
SMILES	L3MBTL1 block	TRb SRC2 PPI	GAA spleen mod	RECQ1 inh
CC(C)c1ccc(NC(=O)CSc2nc(=O)n(CCN3CCOCC3)c3c2CCC3)cc1	-2%	.	.	.
CCOC(=O)C1=C(CC)Nc2ccccc2N=C1NC(=O)c1cc(C)on1	2%	.	.	.
Cc1nc(NC(=O)COC(=O)c2cccs2)c(Cl)cc1Cl	-3%	.	.	.
O=C(Cc1c(F)cccc1Cl)Nc1ccccc1C(=O)N1CCCCC1	3%	.	.	.
CC(OC(=O)Cc1n[nH]c(=O)c2ccccc12)C(=O)Nc1ccc(S(N)(=O)=O)cc1 (stereo unspecified)	-3%	.	.	.
CCOc1ccc(C(=O)C(C)OC(=O)c2cnc(C)cn2)cc1 (stereo unspecified)	0%	.	.	.
CC(C)=C[C@H]1C[C@H](C)[C@H]2CC[C@H](C)c3c(O[C@@H]4OC[C@@H](O)[C@H](O)C4O)c(O)c(C)c1c32 (stereo partly specified)	-4%	.	.	.
COc1ccc(NC(=O)[C@@H]2CCCN2S(=O)(=O)c2cccc3cccnc23)cc1	2%	.	.	.
C[C@H]1CN=C(N(C)C)N1CCc1ccccc1	7%	.	.	.
C=C1C(=O)O[C@@]23[C@H]1CC[C@@H](C)[C@@H]2CC[C@@]1(C)O[C@@H]31	2%	.	.	.
CN(C)C(=O)c1ccc(NC(=O)c2ccccc2SCC(=O)N2CCCC2)cc1	-4%	.	.	.
Cc1cc(C)n(CC(=O)Nc2ccc3c(c2)OCO3)c(=O)c1C#N	5%	.	.	.
C=C[C@@H]1c2cc(C)ccc2N(S(=O)(=O)c2ccc(C)cc2)[C@H](c2ccccc2)C1(C#N)S(=O)(=O)c1ccccc1 (stereo partly specified)	-6%	.	.	.
Nc1ccn(CC(=O)NCc2ccc3[nH]ccc3c2)c(=O)n1	-2%	.	.	.
Cc1sc2nc(CSCC(=O)Nc3ccc(Cl)cc3F)[nH]c(=O)c2c1C	1%	.	.	.
COc1cc2cc(CCCOC(=O)c3ccco3)oc(=O)c2cc1OC	28%	.	.	.
COc1ccc(F)cc1C(=O)COC(=O)c1n[nH]c(=O)c2ccccc12	-1%	.	.	.
CCCCn1c(N)c(N(CCOC)C(=O)c2cc(-c3ccccc3)nc3ccccc23)c(=O)[nH]c1=O	3%	.	.	.
CCCCCCSc1ccc([C@H]2N[C@@](C)(C(=O)OC)[C@H]3C(=O)N(CC)C(=O)[C@@H]23)cc1	11%	.	.	.
CCOc1ncccc1C(=O)OCC(=O)Nc1ccc2c(c1)OCCO2	0%	.	.	.
Cc1ccc(F)cc1NC(=O)c1ccc(OCC2CCCO2)cc1 (stereo unspecified)	-8%	.	.	.
COc1ccc2c(C#CCCO)c(-c3ccc(S(C)(=O)=O)cc3)sc2c1	18%	.	.	.
CCOc1ccc(NC(=O)CN(C)C(=O)c2c(C)noc2C)cc1OCC	8%	.	.	.
CC(C)N(C(=O)COC(=O)CCC(=O)c1cccs1)c1ccccc1	4%	.	.	.
Cc1ccc(COC(=O)CCN=C2NS(=O)(=O)c3ccccc32)cc1	4%	.	.	.
Cc1cc(C)c(NC(=O)CN2C(=O)NC3(CCc4ccccc43)C2=O)c(Cl)c1 (stereo unspecified)	-2%	.	.	.
O=C(COC(=O)c1ccccc1Cl)Nc1ccc2[nH]c(=O)[nH]c2c1	6%	.	.	.
c1ccc(-c2cncnc2)cc1	-4%	.	.	.
Cn1c(SCC(=O)NCc2ccc3c(c2)OCO3)ncc(C(=O)Nc2ccc(F)cc2)c1=O	0%	.	.	.
COc1ccc(C(C)=O)cc1COC(=O)CCNS(=O)(=O)c1ccc(C)cc1	-3%	.	.	.
COc1cccc(-c2nn(-c3ccc(C)cc3)cc2C(=O)NCC2CCCO2)c1 (stereo unspecified)	3%	.	.	.
O=C(CSc1nc(=O)n(CCCN2CCOCC2)c2c1CCCC2)Nc1ccc(F)c(F)c1	4%	.	.	.
Cc1ccc(C(=O)NC2CCCCCCC2)cc1S(=O)(=O)N1CCOCC1	-9%	.	.	.
COc1ccc([C@H]2CC(=O)C=C(c3ccc4c(c3)OCO4)C2)cc1	8%	.	.	.
Cc1sc2ncnc(N3CCC(C(=O)Nc4ccc(Cl)cc4Cl)CC3)c2c1C	37%	.	.	.
